Source: PubChem BioAssay (Sanford-Burnham Center for Chemical Genomics)
SENP8 inh: SENP8 protease inhibition; Q96LD8; purified SENP8, Z-RLRGG-aminoluciferin cleavage, luminescence; inhibition, % at 10 µM; 1.2% of 330,000 active
Target sequence (Q96LD8 whole entry, looked up): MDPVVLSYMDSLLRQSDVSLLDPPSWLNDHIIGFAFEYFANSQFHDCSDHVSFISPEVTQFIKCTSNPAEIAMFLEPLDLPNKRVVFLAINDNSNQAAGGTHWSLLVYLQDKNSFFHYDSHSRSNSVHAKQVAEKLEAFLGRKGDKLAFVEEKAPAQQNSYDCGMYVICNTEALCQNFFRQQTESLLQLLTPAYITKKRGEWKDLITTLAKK
Jurkat NFkB inh: lowers PMA/ionomycin-induced NF-kB signal in Jurkat cells | inhibition, % at 4 µM | 0.53% of 330,000 active | AID 435003 | PMA/ionomycin-induced NF-kB luciferase reporter, luminescence
Gli-Sufu block: antagonists of Gli-Sufu signaling; inhibition, % at 5 µM; 0.74% of 340,000 active; Sufu-KO-LIGHT fibroblasts, Gli luciferase reporter luminescence;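 active = inhibition above about 55%, limit read from the data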;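 also: 0% = DMSO-treated cells and 100% = wells with medium but no cells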
Apaf-1 inh: human Apaf-1 inhibition | AID 489030 | 0.71% of 330,000 active | reconstituted apoptosome caspase-3 activity, DEVD-Rh110 fluorescence | inhibition, % at 20 µM | O14727; active = inhibition of at least 40% at 20 µM;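 also: plate controls were DMSO wells for no effect and DEVD-CHO caspase inhibitor wells for full effect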
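Material: reconstituted apoptosome with Apaf-1, cytochrome c, caspase-9, procaspase-3, dATP; medium: pH 7.5 Hepes buffer with CHAPS, BSA, DTT; also added: cytochrome c and DEVD-Rh110 substrate; timing: 30 min plus 50 min, RT; signal: Rh110 fluorescence intensity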
EBI2 block: EBI2 (human) antagonism; P32249; EBI2 beta-arrestin recruitment, luminescence, 7a,25-OHC stimulated; inhibition, % at 5 µM; 0.81% of 360,000 active; AID 651636; in the data active = inhibition above about 38%;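 also: enzyme fragment complementation signal reports receptor beta-arrestin coupling in cells; 0% = agonist plus DMSO wells and 100% = wells without agonist; some results beyond the cut were filed as inactive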
Target sequence (P32249 whole entry, looked up, the tested form may be a part): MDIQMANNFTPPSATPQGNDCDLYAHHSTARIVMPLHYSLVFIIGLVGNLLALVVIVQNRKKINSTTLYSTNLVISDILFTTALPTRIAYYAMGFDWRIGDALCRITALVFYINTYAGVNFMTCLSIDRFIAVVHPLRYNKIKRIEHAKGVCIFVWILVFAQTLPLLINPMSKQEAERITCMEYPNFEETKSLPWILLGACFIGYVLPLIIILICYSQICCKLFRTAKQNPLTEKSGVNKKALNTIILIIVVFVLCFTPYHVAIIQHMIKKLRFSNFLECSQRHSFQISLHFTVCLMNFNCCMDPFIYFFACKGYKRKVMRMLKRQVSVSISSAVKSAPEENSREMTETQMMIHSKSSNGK
697 NFkB inh: lowers PMA/ionomycin-induced NF-kB signal in 697 B cells | 697 B-cell NF-kB luciferase reporter, 16 h | inhibition, % at 4 µM | 0.33% of 330,000 active; in the data active = inhibition above about 35%
CCR6 antagonist: antagonists of human CCR6 receptor. inhibition, % at 20 µM. CHO-K1 CCR6 PathHunter beta-arrestin, luminescence, CCL20-stimulated. AID 493098. 0.49% of 340,000 active;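 active = compounds whose inhibition of the agonist-driven luminescence signal at 20 µM reaches about 50%, limit read from the data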;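 also: cells stimulated with CCL20 at 14 nM final; plate controls were DMSO with CCL20 for no effect and DMSO without agonist for full effect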
UBC13 inh: inhibitors of human UBC13 polyubiquitin chain formation; P61088; TR-FRET; inhibition, % at 20 µM; 0.47% of 330,000 active; in the data active = inhibition above about 45%, passing the limit was not always enough
Target sequence (P61088 whole entry, looked up): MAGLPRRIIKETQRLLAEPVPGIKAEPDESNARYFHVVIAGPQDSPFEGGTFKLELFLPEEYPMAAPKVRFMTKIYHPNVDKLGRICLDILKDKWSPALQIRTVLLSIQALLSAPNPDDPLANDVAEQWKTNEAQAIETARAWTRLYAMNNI
The depositor's hits bear a star; · = no result given. Rule as the data show it, unless noted: active = inhibition above about 50%; inactive = the rest. A portion of the library, so the mix of outcomes need not match the whole.

Structure,EBI2 block,CCR6 antagonist,SENP8 inh,697 NFkB inh,Jurkat NFkB inh,Gli-Sufu block,UBC13 inh,Apaf-1 inh
O=C(Nc1ccccc1)c1nc[nH]c1C(=O)NCCN(CCNC(=O)c1[nH]cnc1C(=O)Nc1ccccc1)CCNC(=O)c1[nH]cnc1C(=O)Nc1ccccc1,-4,-1,-18,9,-3,9,-7,31
Cc1ccc(S(=O)(=O)N2CCC(C(=O)N[C@@H](C)C(=O)NCC3CCCO3)CC2)cc1 (stereo partly specified),-16,-9,-8,-4,3,2,-10,8
Cc1cc(C)c(C)c(S(=O)(=O)N2CCC(C(=O)N3CCCC3)CC2)c1C,-1,4,-5,14,17,-17,0,-4
COc1ccccc1C(=O)NNC(=O)c1ccc(NC(=O)CC(C)C)cc1,1,14,-5,5,12,-13,10,-11
Cc1ccc(OC(C)C(=O)N2CCc3ccccc32)cc1 (stereo unspecified),1,-11,-5,9,6,-10,8,3
Cc1cccc(C(=O)NC(=S)NNC(=O)c2cccs2)c1,-2,33,-2,0,-4,-13,-16,5
COc1ccc(CN(C)CC(O)COc2ccc(C(=O)c3ccccc3)cc2)c(OC)c1OC (stereo unspecified),-2,15,-7,-2,-6,8,15,37
O=C(c1nc2ccccn2c1CN1CCN(c2ccccc2O)CC1)N1CCCC1,1,-6,-4,19,4,1,3,-3
Cc1nnc(SC2CC(=O)N(c3ccccc3)C2=O)s1 (stereo unspecified),-12,0,-3,13,-12,1,2,6
Cn1c(SCC(=O)Nc2ccccc2)nc(O)cc1=O,-6,-3,-4,9,10,17,13,-23

Remaining list, next part:
Structure,EBI2 block,CCR6 antagonist,SENP8 inh,697 NFkB inh,Jurkat NFkB inh,Gli-Sufu block,UBC13 inh,Apaf-1 inh
Cc1cccc(OCC(=O)Nc2sc3c(c2C#N)CCC3)c1,1,8,-6,-36,-32,-54,4,-2
COC(=O)c1cccc(NC(=O)CN2C(=O)C3CCCCC3C2=O)c1 (stereo unspecified),0,6,4,-18,-8,-14,-6,1
COC(=O)c1c(N)n(CCCN2CCOCC2)c2nc3ccccc3nc12,4,-1,2,18,2,2,-2,-72
COc1ccc(C2(CNC(=O)c3ccc(C)cc3)CCOCC2)cc1,-7,11,-6,4,5,3,5,6
NC(=O)c1ccccc1Nc1nc(NCCO)nc(N2CCCC2)n1,-8,8,1,-11,-16,6,2,-8
O=S1(=O)CC/C(=N/Nc2ccc(C(F)(F)F)cn2)c2cc(F)ccc21,2,-2,-3,-4,-7,0,-15,23
Cc1nc2ccccn2c1-c1ccnc(SCc2ccc(Cl)cc2)n1,1,5,-3,-79,11,14,22,10
CCC(C(=O)Nc1cc(Cl)ccc1OC)c1ccccc1 (stereo unspecified),13,29,1,14,10,-12,5,3
COc1ccccc1OCC(=O)Nc1ccc(-c2nnc(-c3ccco3)o2)cc1,-3,2,-3,-60,-42,-52,3,-16
CCCn1c(SCC(=O)N2CCN(c3ccc(OC)cc3)CC2)nc2c1c(=O)n(C)c(=O)n2C,3,-2,-8,4,5,3,8,-21

(more compounds)
Structure,EBI2 block,CCR6 antagonist,SENP8 inh,697 NFkB inh,Jurkat NFkB inh,Gli-Sufu block,UBC13 inh,Apaf-1 inh
Cc1ccc(N(C)C(=O)c2cc(S(=O)(=O)N3CCCC3)cn2C)cc1,4,-2,-5,5,1,-4,-5,1
O=C(CSc1c[nH]c2ccccc12)NCc1ccc2c(c1)OCO2,5,18,-2,-3,5,-4,4,-3
COc1ccc(OC)c(NC(=O)C2C3CCC(O3)C2C(=O)O)c1 (stereo unspecified),·,·,7,-10,1,·,-6,-1
COc1ccc(Br)cc1CNc1ccc(S(N)(=O)=O)cc1,-3,-16,-10,-30,10,-1,-5,7
COc1ccccc1C1(CC(=O)N2CCOCC2)CCOC(C(C)C)C1 (stereo unspecified),3,4,-3,-15,-6,-2,-8,21
COc1ccccc1CN1CCNC(=O)C1CC(=O)N(C)CC1CCOCC1 (stereo unspecified),1,9,-1,12,4,·,-9,5
CC1CCCCC1n1c(-c2cccnc2)n[nH]c1=S (stereo unspecified),12,17,-11,0,-7,-4,-10,4
O=C(COC(=O)C1CC(=O)N(c2ccccc2)C1)c1ccccc1 (stereo unspecified),-5,-4,-19,5,1,-7,6,-2
CCOc1ccccc1C1C(C(N)=O)=C(C)Nc2nc(-c3ccc(OC)cc3)nn21 (stereo unspecified),-4,0,4,9,-12,-9,-5,14
Cn1c(-c2ccccc2)cnc1SCC(=O)N1CCCc2ccccc21,2,14,-14,-3,5,-7,-6,9

Other records:
Structure,EBI2 block,CCR6 antagonist,SENP8 inh,697 NFkB inh,Jurkat NFkB inh,Gli-Sufu block,UBC13 inh,Apaf-1 inh
COc1ccc(NC(=O)Nc2ccc3c(c2)CC(=O)N([C@H](C)CO)C[C@@H](C)[C@H](CN(C)C(=O)Nc2ccccc2)O3)cc1,0,-1,-10,3,-2,5,-10,16
O=C(NC(Cc1ccccc1)C(=O)O)/C(=C\c1ccc(F)cc1)NC(=O)c1ccco1 (stereo unspecified),-2,-7,-2,-6,8,12,2,1
COc1cccc(OC)c1C(=O)Nc1nnc(-c2ccc(F)cc2)s1,-3,16,-7,8,8,0,-5,8
Cn1c(CN2CCCC2)nc2cc(NC(=O)c3ccc(Cl)cc3)ccc21,2,10,3,-25,2,-1,9,-9
COc1ccc(NC(=O)Nc2cc(C(C)(C)C)on2)cc1OC,13,-2,-13,-13,-12,-4,-6,14
Cc1cccc(N(CC(=O)N2CCN(c3ccc(F)cc3)CC2)S(C)(=O)=O)c1C,0,-2,7,7,-9,-3,2,5
CCN1CCCC1CNC(=O)CS(=O)(=O)Cc1nc(-c2ccccc2C)oc1C (stereo unspecified),1,4,10,20,5,-14,7,-8
Cc1ccc(OCCCC(=O)Nc2ccc(S(=O)(=O)Nc3cc(C)nc(C)n3)cc2)cc1,5,13,-1,0,-8,3,-12,6
COc1ccc(-n2c(-c3cnccn3)n[nH]c2=S)cc1,-3,10,2,16,-2,-2,-4,-13
Nc1nc(SCc2ccccc2)c2[nH]cnc2n1,-10,-2,-5,10,-18,-6,2,2

Three structures out of the list, ordered by molar mass, ascending.
Structure,EBI2 block,CCR6 antagonist,SENP8 inh,697 NFkB inh,Jurkat NFkB inh,Gli-Sufu block,UBC13 inh,Apaf-1 inh
Cn1c(CN2CCCC2)nc2cc(NC(=O)c3ccc(Cl)cc3)ccc21,2,10,3,-25,2,-1,9,-9
Cc1cccc(N(CC(=O)N2CCN(c3ccc(F)cc3)CC2)S(C)(=O)=O)c1C,0,-2,7,7,-9,-3,2,5
Cc1ccc(OCCCC(=O)Nc2ccc(S(=O)(=O)Nc3cc(C)nc(C)n3)cc2)cc1,5,13,-1,0,-8,3,-12,6

Other records.
Structure,EBI2 block,CCR6 antagonist,SENP8 inh,697 NFkB inh,Jurkat NFkB inh,Gli-Sufu block,UBC13 inh,Apaf-1 inh
Cc1ccccc1Nc1nc(Cl)c(C=O)s1,-8,24,-2,35*,-7,-5,-10,1
CC1(C)CCc2nc(SCc3ccccc3)c(C#N)cc2C1,18,26,5,16,-8,-6,11,2
COc1ccc(NC(=O)CCCn2c(=O)[nH]c3ccccc3c2=O)cc1,1,-4,0,-1,-4,7,11,2
Cc1ccc(C(=O)OCCc2sc[n+](Cc3ccccc3)c2C)cc1,-11,-3,7,-3,12,1,2,-1
COc1cc(/C=C2/C(=O)NN(c3ccc(F)cc3)C2=O)cc(Cl)c1O,-9,47,-8,-3,4,-1,-336,8
Cc1cc(C)n(CCCNC(=O)c2cc(COc3ccc(C)c(C)c3)on2)n1,6,3,-3,1,12,-3,11,3
CCOC(=O)[C@H]1[C@H]2COc3cc(OC)ccc3[C@@H]2N2C(=O)CN(Cc3ccco3)C(=O)[C@@]12C,-3,-4,-3,7,-23,-8,-7,14
Cn1nnnc1SCCOc1ccc(C#N)cc1,-3,4,-2,-1,-18,-6,-2,-7
CCCn1c(=O)c(C(=O)Nc2c(C)n(C)n(-c3ccccc3)c2=O)c(O)c2ccccc21,-3,-11,1,5,-4,-7,1,5
CC(=O)Nc1ccccc1OCc1nnc(-c2cccs2)o1,1,-6,-2,3,3,-8,4,10

Following part.
Structure,EBI2 block,CCR6 antagonist,SENP8 inh,697 NFkB inh,Jurkat NFkB inh,Gli-Sufu block,UBC13 inh,Apaf-1 inh
O=C(O)c1ccc(Cl)c(S(=O)(=O)NC(Cc2c[nH]c3ccccc23)C(=O)O)c1 (stereo unspecified),0,5,-4,-3,12,4,-5,3
CCOC(=O)C(=O)Nc1ccccc1C(=O)OCC,-15,2,4,19,-9,-8,3,-4
CCC(CC)C(=O)Nc1cccc(C(=O)Nc2ccc(OC)cc2[N+](=O)[O-])c1,3,1,0,1,-5,0,6,5
CC1CC1c1ccc(/C=C(\C#N)C(=O)Nc2ccc(Cl)cc2)o1 (stereo unspecified),20,13,-8,-125,-130,-43,-6,-4
COc1ccc(NC(C)=O)cc1S(=O)(=O)N1CCc2ccccc21,-7,0,-2,25,5,7,5,-6
COc1ccc(Cl)cc1N(CC(=O)N(C)C)S(=O)(=O)c1ccc(C)c([N+](=O)[O-])c1,12,5,0,-12,-5,3,2,7
NS(=O)(=O)c1cc(C2(O)NC(=O)c3ccccc32)ccc1Cl (stereo unspecified),-1,4,-5,7,5,-2,7,-3
O=C(c1ccco1)N1CCN(S(=O)(=O)c2ccccc2[N+](=O)[O-])CC1,1,6,-5,1,23,0,9,0
CNC(=O)c1c(NC(=O)c2ccc(S(=O)(=O)N3CCCC3)cc2)sc2c1CCN(C(C)C)C2,·,·,-5,18,-19,·,-14,18
Nc1nc2nc(-c3ccc(Cl)cc3)cc(C(F)(F)F)n2n1,4,7,-1,13,12,-18,33,-5

Among those listed so far, nine have an aryl thioether with sulfur outside any ring.
Structure,EBI2 block,CCR6 antagonist,SENP8 inh,697 NFkB inh,Jurkat NFkB inh,Gli-Sufu block,UBC13 inh,Apaf-1 inh
Cc1nnc(SC2CC(=O)N(c3ccccc3)C2=O)s1 (stereo unspecified),-12,0,-3,13,-12,1,2,6
Cn1c(SCC(=O)Nc2ccccc2)nc(O)cc1=O,-6,-3,-4,9,10,17,13,-23
Cc1nc2ccccn2c1-c1ccnc(SCc2ccc(Cl)cc2)n1,1,5,-3,-79,11,14,22,10
CCCn1c(SCC(=O)N2CCN(c3ccc(OC)cc3)CC2)nc2c1c(=O)n(C)c(=O)n2C,3,-2,-8,4,5,3,8,-21
O=C(CSc1c[nH]c2ccccc12)NCc1ccc2c(c1)OCO2,5,18,-2,-3,5,-4,4,-3
Cn1c(-c2ccccc2)cnc1SCC(=O)N1CCCc2ccccc21,2,14,-14,-3,5,-7,-6,9
Nc1nc(SCc2ccccc2)c2[nH]cnc2n1,-10,-2,-5,10,-18,-6,2,2
CC1(C)CCc2nc(SCc3ccccc3)c(C#N)cc2C1,18,26,5,16,-8,-6,11,2
Cn1nnnc1SCCOc1ccc(C#N)cc1,-3,4,-2,-1,-18,-6,-2,-7
